AHR activator – activates the human aryl hydrocarbon receptor; 2.5% of 320,000 active; AID 2796; AHR-responsive luciferase reporter cells, luminescence; activation, % at 5 µM; P35869; in the data active means activation above about 47%;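 further: 0% = vehicle wells and 100% = reference agonist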
ZTA counter – blocks Epstein-Barr virus ZTA, an EBNA-1 counter-screen. ZTA-DNA binding, fluorescence polarization. P03206. inhibition, % at 11 µM. AID 2234. 0.15% of 320,000 active; in the data active means inhibition above about 33%
RPL19A TOR yeast – modulators of TOR pathway RPL19A-GFP in S. cerevisiae; S. cerevisiae RPL19A-GFP strain, flow cytometry, 3 h; active compounds read low; percent response vs DMSO, % at 10 µM; 0.3% of 330,000 active; AID 2025;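 active means percent response vs DMSO below 50%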;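 further: median channel GFP fluorescence of the barcoded RPL19A-GFP strain; ratio of sample median GFP to plate DMSO average so 100% = DMSO; lower means less RPL19A-GFP as with rapamycin TOR inhibition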
EBNA-1 inh – blocks EBNA-1 binding to DNA; EBNA-1 DNA binding, fluorescence polarization; inhibition, % at 14.8 µM; 0.34% of 300,000 active; AID 1950; in the data active means inhibition above about 28%
proCasp3 act – activates human procaspase-3 | P42574 | recombinant procaspase-3 D3A, Ac-DEVD-pNA absorbance 405 nm | activation, % at 8.5 µM | 0.11% of 330,000 active | AID 463141;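 active means activation above the mean of all tested compounds plus 3 SD, cut at about 21% in these data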;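 further: 0% = DMSO alone and 100% = DMSO wells spiked with extra 5 µM PC-3 D3A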
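Technique: 405 nm absorbance of p-nitroaniline, reads at 0 and 120 min; Test system: Procaspase-3 D3A mutant; Incubation: 1 h enzyme-compound preincubation, then 2 h substrate reaction, 25 °C; Repeats: singlicate, each compound tested once; Benchmarks: low control DMSO wells, high control DMSO plus 5 µM PC-3 D3A.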
procasp7 counter – activates human procaspase-7, counter-screen for procaspase-3 activators. P55210. recombinant procaspase-7, Ac-DEVD-pNA absorbance 405 nm; D23A/D198A/D206A triple mutant, cannot self-cleave; scale: DMSO 0, 5 µM enzyme 100. activation, % at 8.5 µM. 0.093% of 330,000 active;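 active means percent activation above the screen-wide mean plus 3 SD, cut at about 25% in these data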
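Assay system – Uncleavable procaspase-7 mutant enzyme · Quantity – 2 µM procaspase-7 mutant as dispensed · Times – 1 h preincubation, 2 h reaction · Dosing – single nominal 8.5 µM compound dose, 0.8% DMSO final · Buffer or medium – Zinc-free 50 mM HEPES buffer, pH 7.4, with NaCl and Triton X-100 · Detection – Epi-absorbance of released pNA at 405 nm, two timepoints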
LAP4 TOR yeast – yeast TOR pathway LAP4-GFP modulation; S. cerevisiae LAP4-GFP multiplex, flow cytometry GFP, 3 h; median GFP as percent of DMSO wells; GFP response vs DMSO, % at 10 µM; 0.34% of 320,000 active;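 active means GFP response vs DMSO above a set limit, about the screen mean plus 3 SD, cut at about 150% in these data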
MEP2 TOR yeast – alters MEP2-GFP fluorescence in TOR pathway yeast screen; S. cerevisiae MEP2-GFP strain, flow cytometry GFP, 3 h; 100% = DMSO control level; GFP response vs DMSO, % at 10 µM; 0.51% of 330,000 active; AID 2016;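 active means GFP response versus DMSO above a set limit, roughly screen mean plus 3 SD, cut at about 180% in these data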;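 further: median GFP fluorescence of the barcode-gated MEP2-GFP cells per well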
Active calls of the source: *; · = no result given. Rows were taken by chance, and some 3.8% of all compounds hit somewhere here.

Compound,ZTA counter,MEP2 TOR yeast,RPL19A TOR yeast,LAP4 TOR yeast,proCasp3 act,procasp7 counter,EBNA-1 inh,AHR activator
Cc1onc(-c2ccccc2)c1C(=O)NN1CCOCC1,·,90,92,85,9,0,·,0
CCCn1nnnc1NCc1ccc(N2CCCC2)cc1,0,103,107,109,-4,-3,3,3
CN(Cc1c(C(=O)N/N=C/c2ccc(F)cc2)nnn1-c1nonc1N)C1CCCCC1,8,103,99,95,-3,7,-15,2
COc1cc(OC)nc(NC(=O)NS(=O)(=O)c2ccccc2Cl)n1,2,106,96,104,4,14,-3,-3
O=C(CCn1c(=S)oc2ccccc21)Nc1ccccc1Br,10,102,99,95,2,3,8,-2
CCCN1CCC(NC(=O)Cc2cccc(C)c2)CC1,0,106,102,92,6,-8,0,-1
COc1ccc([C@H]2CC(=O)C=C(c3ccc(C)c4ccccc34)C2)cc1,-13,83,96,92,5,-12,·,11
CS(=O)(=O)N(CC(=O)N1CCC(C(N)=O)CC1)Cc1ccc(Cl)c(Cl)c1,-12,93,96,85,-1,0,-4,-2
O=C(Nc1cccc2ccccc12)c1nn(C23CC4CC(CC(C4)C2)C3)cc1[N+](=O)[O-],-17,97,94,111,2,9,-5,-11
CC(=O)Nc1nnc(COc2ccccc2)s1,0,106,97,95,2,4,9,10
CC(C)C(=O)Nc1nnc(CSCc2ccccc2F)s1,-1,107,101,110,4,-10,7,6
CCOc1ccc(N(CC(=O)Nc2cccc(F)c2)S(=O)(=O)c2c(C)noc2C)cc1,-4,103,102,99,0,-6,-2,10
O=S(=O)(NCc1ccccc1)[C@@H]1CC2C=CC1C2 (stereo not given in full),-17,88,97,101,2,2,·,-1
COc1cc(S(=O)(=O)N2CCOCC2)cc(C(=O)c2nccn2C)c1OC,-11,104,97,103,1,1,-17,-2
CCCN(CCC)C(=O)Cn1c(=O)n(CCCCC(=O)NC2CCCC2)c(=O)c2ccccc21,-7,101,101,100,9,3,-6,4
O=C(C1Cc2ccccc2CN1S(=O)(=O)c1ccc(F)cc1)N1CCCCCC1 (stereo not given),0,105,103,103,4,8,2,1
O=C(Nc1ccc2c(c1)OCO2)[C@@H]1[C@@H]2C(=O)N(C3CCCCC3)C(=O)[C@@H]2C2c3ccccc3C=CN21 (stereo not given in full),-14,107,98,111,5,-2,3,53*
Cc1ccc(NC(=O)CSc2nnc(Cc3ccccc3)c(=O)[nH]2)c(C)c1,-4,106,99,104,-3,17,1,-3
C#CCOCCOCCOCCNc1nc(N2CCOCC2)nc(N2CCN(C(=O)[C@H]([C@@H](C)CC)n3cc(CCCCN)nn3)CC2)n1,-8,·,·,·,7,-7,3,1
O=c1[nH]n(-c2cccc(Cl)c2)c2ncccc12,-10,102,104,103,1,11,10,0
Cc1cc(=O)oc2cc(NC(=O)C3CCCC3)ccc12,10,102,99,96,-2,10,7,12
O=C1CCC(=O)N1c1cccc(OS(=O)(=O)c2ccccc2)c1,18,99,97,101,-3,-2,-2,0
CC(C)COC(=O)CNc1n[nH]c(=S)[nH]c1=O,-4,102,100,102,1,2,2,0
C/C(N)=C(/C#N)C(=O)CSc1nnc(Cc2ccccc2F)n1N,-3,100,99,97,-9,7,-8,1
COC(=O)c1cc(C(=O)c2cc(Cl)ccc2O)coc1=N,-8,90,87,88,-3,-4,-1,4
COc1cccc(/C=N/NC(=O)c2cc(-c3cccn3C)n[nH]2)c1,16,101,91,107,1,-6,12,39
CCOC(=O)C1CCCCN1Cc1cccc(C(F)(F)F)c1 (stereo not given),4,101,96,99,-6,-1,0,0
Cc1cccc(OCC(=O)OCC(=O)N2CCN(C(=O)c3ccco3)CC2)c1C,-13,105,106,84,4,-1,-17,-4
CCOc1ccc(NC(=O)N(C2CCCCC2)C(C)c2ccncc2)cc1 (stereo not given),5,104,101,106,-1,4,-3,-3
Cc1cccc(C)c1-n1nnnc1SCSc1nnnn1-c1c(C)cccc1C,7,108,104,100,0,2,9,-2
CCOc1cc2c(cc1/C=C1/NC(=O)N(CC(=O)OC)C1=O)OCO2,-1,106,90,112,-13,-4,-4,21
O=C(NCC(c1ccco1)N1CCCC1)c1ccc(Cl)c(S(=O)(=O)N2CCc3ccccc32)c1 (stereo not given),-9,94,96,90,-7,-4,·,-6
CCN(CC)c1ccc(C(=O)NNC(=O)CCl)cc1,5,93,100,102,6,4,2,7
Cc1ccc(-c2nsc(SCC(=O)NCc3ccc4c(c3)OCO4)n2)cc1,-17,107,102,105,-3,4,14,10
CCOc1ccc(NS(=O)(=O)N(C)C)cc1,12,99,97,109,-2,-4,0,0
Cn1c(SCC(=O)NNC(=O)c2ccc(Br)cc2)nnc1-c1cccnc1,13,99,101,102,3,11,10,4
N#Cc1ccc(Oc2ncccn2)cc1,4,104,107,107,1,8,2,-3
COc1ccc(-c2nc(N)c(C#N)c(-c3cccnc3)c2C)cc1,1,105,98,106,8,5,-1,6
Cc1cccc(N2C(=O)CC(N3CCN(c4ccccc4)CC3)C2=O)c1 (stereo not given),8,105,101,99,-3,6,4,0
Cc1nn(CC(=O)NCc2cccc3ccccc23)c(=O)c2ccccc12,1,94,91,88,4,4,31*,4

Entries of single compounds, quoted from the list.
Cc1ccc(NC(=O)CSc2nnc(Cc3ccccc3)c(=O)[nH]2)c(C)c1 is entered as ZTA counter = -4; MEP2 TOR yeast = 106; RPL19A TOR yeast = 99; LAP4 TOR yeast = 104; proCasp3 act = -3; procasp7 counter = 17; EBNA-1 inh = 1; AHR activator = -3
O=C(C1Cc2ccccc2CN1S(=O)(=O)c1ccc(F)cc1)N1CCCCCC1 (stereo not given) is entered as ZTA counter = 0; MEP2 TOR yeast = 105; RPL19A TOR yeast = 103; LAP4 TOR yeast = 103; proCasp3 act = 4; procasp7 counter = 8; EBNA-1 inh = 2; AHR activator = 1
CCOC(=O)C1CCCCN1Cc1cccc(C(F)(F)F)c1 (stereo not given) is entered as ZTA counter = 4; MEP2 TOR yeast = 101; RPL19A TOR yeast = 96; LAP4 TOR yeast = 99; proCasp3 act = -6; procasp7 counter = -1; EBNA-1 inh = 0; AHR activator = 0

The list goes on:
Compound,ZTA counter,MEP2 TOR yeast,RPL19A TOR yeast,LAP4 TOR yeast,proCasp3 act,procasp7 counter,EBNA-1 inh,AHR activator
CCN(CC)C(=O)CSc1nc(C)cc(-c2cccs2)c1C#N,7,96,92,97,-22,-23,3,8
COCC(=O)Nc1ccccc1C(=O)Nc1ccc(OC)cc1,-14,106,109,111,3,1,-9,0
CC(=O)N1c2ccc(S(=O)(=O)N3CCCC3)cc2CC1C(=O)NCc1cccc(F)c1 (stereo not given),19,117,113,127,-3,2,3,2
COc1cc(C(c2c(C)[nH][nH]c2=O)c2c(C)[nH][nH]c2=O)ccc1OC(=O)c1cccc([N+](=O)[O-])c1,17,103,105,101,-12,4,1,0
Nc1nonc1-n1nnc(C(=O)N/N=C/c2cccc(F)c2)c1CN1CCCCCC1,-8,98,99,101,2,-5,-20,1
CC1CC(OC(=O)C(O)c2ccccc2)CC(C)(C)N1C (stereo not given),11,100,103,110,-2,-1,6,-4
COc1ccc(CCC(=O)N2CCCC(Nc3ccc(C)c(C)c3)C2)cc1OC (stereo not given),-19,117,101,96,-1,9,-9,45
CCOc1ccc(OCC)c(S(=O)(=O)n2cc(C)nc2CC)c1,15,103,110,103,-9,4,10,-4
CC(NC(=O)NC12CC3CC(CC(C3)C1)C2)c1ccc2c(c1)OCO2 (stereo not given),-11,88,98,98,-5,5,-10,2
COc1ccc(CC(=O)NCc2n[nH]c(=S)n2-c2ccc(Br)cc2)cc1,7,99,98,102,-3,-8,-16,0
COc1ccc(NC(=O)COc2ccc3oc(=O)cc(C)c3c2)cc1,-4,78,84,92,0,-1,-8,-7
CC(C)(C)c1cccc(Cn2nnc3ccccc32)c1O,8,90,90,110,9,0,-2,3
C/C=C/c1ccc(OCCCCN2C(=O)NC(C)(C)C2=O)c(OC)c1,-20,100,98,96,2,-1,1,1
Cc1cc(C)n2nc(S(=O)(=O)N(CC(C)C)CC(C)C)nc2n1,2,105,97,103,6,9,-5,-2
O=C(COC(=O)c1cncc(Br)c1)NC1CCCC1,-15,103,105,102,-6,2,3,-1
Nc1nonc1-n1nnc(C(=O)N/N=C/c2ccc(Cl)cc2Cl)c1CN1CCCC1,5,120,100,87,-3,-9,-4,3
COc1ccc(N2CCN(C(=O)C3CCN(C(=O)c4ccccc4Cl)CC3)CC2)cc1,-13,105,107,92,-1,0,-1,1
O=C(NNC(=O)C1CCCCC1)c1ccncc1,-6,96,93,95,-6,5,5,-1
COc1ccc(-n2nc(C(=O)NCC(=O)NCCC3=CCCCC3)c3ccccc3c2=O)cc1OC,19,112,103,112,1,11,-11,0
C#CCNC(=O)c1ccc(OCc2ccccc2)cc1Cl,-21,98,101,124,-2,1,-6,-5
CCOC(=O)C1=C(N)c2ccccc2CC1C(C)C (stereo not given),-11,99,97,94,0,5,-7,40
COc1cc(C(=O)NCCC2=CCCCC2)ccc1OC1CCN(C(C)=O)CC1,12,97,99,99,4,3,4,-2
O=C1CS/C(=C/C(=O)c2cccc(Cl)c2)N1,-22,85,89,78,2,-6,0,27
CC(=O)c1ccc(N2CCN(S(=O)(=O)c3ccc4c(c3)NC(=O)CC(=O)N4)CC2)cc1,4,108,107,116,1,3,3,-2
O=C(NC1CCCCC1)/C(=N\O)c1ccccn1,6,103,100,104,0,6,-20,-5
O=C(/C=C/c1ccc(Cl)cc1Cl)N1CCN(c2ccc([N+](=O)[O-])c(N3CCOCC3)c2)CC1,0,93,113,85,-8,16,-2,1

Bioassay records: PubChem, several laboratories
